CHT block – inhibits the human high affinity choline transporter; hit rate 0.86% among 310,000; CHT-expressing cells, membrane potential dye, choline response; stronger effect = lower value; B-score at 10 µM; AID 488975; Q9GZV3;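 active = B-score over 3 SD under the library average, and starting fluorescence ratio not unusually high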;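 also: choline stimulus applied at its EC90 after an EC20 pre-addition; B-score computed on integrated fluorescence ratio after choline addition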
Target sequence (Q9GZV3 whole entry, looked up): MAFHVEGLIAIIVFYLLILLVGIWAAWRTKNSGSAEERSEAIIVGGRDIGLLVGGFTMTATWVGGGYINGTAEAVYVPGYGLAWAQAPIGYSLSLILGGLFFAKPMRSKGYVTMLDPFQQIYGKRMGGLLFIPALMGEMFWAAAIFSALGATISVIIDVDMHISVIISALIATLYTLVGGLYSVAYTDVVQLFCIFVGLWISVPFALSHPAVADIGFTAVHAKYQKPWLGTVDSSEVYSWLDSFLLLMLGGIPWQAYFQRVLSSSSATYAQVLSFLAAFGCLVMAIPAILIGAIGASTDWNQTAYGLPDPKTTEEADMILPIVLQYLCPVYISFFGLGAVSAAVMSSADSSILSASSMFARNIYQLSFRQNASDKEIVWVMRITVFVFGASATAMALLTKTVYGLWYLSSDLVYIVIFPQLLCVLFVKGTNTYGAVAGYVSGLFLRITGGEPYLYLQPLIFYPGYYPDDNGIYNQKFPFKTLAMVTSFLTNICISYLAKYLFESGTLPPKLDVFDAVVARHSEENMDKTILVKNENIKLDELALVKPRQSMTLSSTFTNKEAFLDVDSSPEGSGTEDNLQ
CHT allo act – human CHT allosteric activation; hit rate 0.49% among 310,000; Q9GZV3; B-score at 10 µM; CHT-expressing cells, membrane potential dye, choline EC20; stronger effect = higher value; LV-AA mutant CHT in HEK293 cells;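 active = initial fluorescence not abnormally high and integrated response B-score, plate-corrected, over 3 SD above library mean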
* = called active by the depositor; i = inactive.

Preview, three compounds:
SMILES | CHT allo act | CHT block
COCC1CCN(Cc2cn(-c3ccccc3F)nc2-c2cc(C)sc2C)CC1 | i | i
O=C(COC(=O)CCSc1ccccc1)Nc1ccc(F)cc1Cl | i | i
C/C(=N\NC(=O)c1cccs1)c1cccnc1 | i | i

The list itself, previewed entries included:
SMILES | CHT allo act | CHT block
COCC1CCN(Cc2cn(-c3ccccc3F)nc2-c2cc(C)sc2C)CC1 | i | i
O=C(COC(=O)CCSc1ccccc1)Nc1ccc(F)cc1Cl | i | i
C/C(=N\NC(=O)c1cccs1)c1cccnc1 | i | i
Cc1cc(C)cc(OCC(=O)OC(C)C(=O)Nc2c(C)n(C)n(-c3ccccc3)c2=O)c1 (stereo not given) | i | i
Cc1ccc(C)c(NC(=O)CSc2nc3ccccc3nc2N2CCOCC2)c1 | i | i
CCCCOc1ccc(C2CC(=O)N(C)C2=O)cc1 (stereo not given) | i | i
CCOc1ccc(S(=O)(=O)NCCC(=O)Nc2ncccc2C)cc1 | i | i
CCC1CCCCN1C(=S)NC(=O)c1ccc([N+](=O)[O-])cc1 (stereo not given) | i | i
CCCNS(=O)(=O)c1ccc(NC(=O)c2ccccn2)cc1 | i | i
COc1ccc(C2C3=C(CCCC3=O)NC3=C2C(=O)c2ccccc23)cc1 (stereo not given) | i | i
Nc1cc(Cl)ccc1C(=O)OCC(=O)N1CCOCC1 | i | i
COc1ccc(-c2nc3n(n2)C(c2ccccc2)C2=C(CCCC2=O)N3)cc1OC (stereo not given) | i | i
O=C(/C=C/c1ccc(N2CCOCC2)cc1)c1ccccc1 | i | i
CSc1cccc(NS(=O)(=O)c2cccs2)c1 | i | i
O=C(CSc1nnc(CNC(=O)C23CC4CC(CC(C4)C2)C3)n1-c1ccccc1)Nc1ccc(F)cc1 | i | i
O=c1c2ccccc2oc2ccc(C#CC3(O)CCCCC3)cc12 | i | i
Cc1ccc(C(=O)Nc2ccc(F)cc2)cc1NC1=NC2CS(=O)(=O)CC2S1 (stereo not given) | i | i
CCN(CC)C(=O)CSc1nnc(-c2ccccn2)n1Cc1ccccc1 | i | i
COc1ccc2oc(C(=O)OC/C(O)=C(\C#N)c3nc4ccccc4[nH]3)c(C)c2c1 | i | i
CCOC(=O)Cc1cn2c(=O)cc(CSCC(=O)Nc3ccc(C)c(C)c3)nc2s1 | i | i
CCOC(=O)C1CCCN(C(=S)Nc2ccc(C)cc2C)C1 (stereo not given) | i | i
COC(=O)c1cc(CN2C(=O)c3ccccc3C2=O)c(O)c([N+](=O)[O-])c1 | i | i
O=C(Cn1nc(-c2ccccc2)ccc1=O)NCCN1CCN(c2cccc(Cl)c2)CC1 | i | i
O=C(Nc1ccccc1)c1ccc(S(=O)(=O)N2CCC(C(=O)O)CC2)cc1 | i | i
Cc1nn(C)cc1CN(C)C(=O)c1nn2c(c1Br)NC(c1cccs1)CC2C(F)(F)F (stereo not given) | i | i
COc1ccc2oc(=O)c(/C(C)=N/NC(=O)c3ccncc3)cc2c1 | i | i
NC(=O)COC(=O)c1oc2ccccc2c1CSc1ccc(Cl)cc1 | i | i
OC(CNc1nc2ccccc2s1)c1ccccc1 (stereo not given) | i | i
CCC1CN(C(=O)NCc2ccccc2)c2cc(Cl)ccc2O1 (stereo not given) | i | i
O=C(Cn1c(NCCO)nc2ccccc21)c1cccs1 | i | i
COc1ccc(C(=O)NC(=O)COC(=O)c2ccc3ncsc3c2)cc1 | i | i
COC(=O)c1ccc(COC(=O)Cc2n[nH]c(=O)c3ccccc23)cc1 | i | i
CCC(=NCCc1c(C)[nH]c2ccc(C)cc12)C1=C(O)CC(c2ccccc2)CC1=O (stereo not given) | i | i
CC1CCCC(NC(=O)COC(=O)c2ccc3ccccc3n2)C1C (stereo not given) | i | i
COc1cc(C(=O)NCC(c2cccs2)N2CCOCC2)cc(OC)c1OC (stereo not given) | i | i
CC(C)C[C@H](NC(=O)c1[nH]cnc1C(=O)N[C@@H](Cc1ccccc1)C(=O)OCc1ccccc1)C(=O)OC(C)(C)C | i | i
O=C1C(c2ccccc2)SC(=Nc2ccccc2)N1S(=O)(=O)c1ccccc1 (stereo not given) | i | i
CCOc1ccc(C(=O)OCC(=O)NC(C)C)cc1 | i | i
Cc1ccc(C(=O)Nc2cccc(C(F)(F)F)c2)cc1Nc1ccccn1 | i | i
CC(C)c1nnc2n1N=C(c1ccc(Cl)cc1)CS2 | i | i
Cc1ccc(OCC(=O)Nc2ccc(S(=O)(=O)N3CCCCC3)cc2)c([N+](=O)[O-])n1 | i | i
COCCOC(=O)C1=C(C)Nc2ncnn2C1c1ccccc1 (stereo not given) | i | i
Cc1ccc(Nc2nc(N)nc(CSc3nccn3C)n2)cc1 | i | i
Cc1ccc(Cl)cc1NC(=O)Nc1c(C)n(C)n(-c2ccccc2)c1=O | i | i
O=C1CC(N2CCCCCC2)C(=O)N1c1ccc(F)cc1 (stereo not given) | i | i
CC(=O)c1cnc2c(-c3ccccc3)c(C)nn2c1C | i | i
CC(C)(C)NC(=O)C(=O)NNC(=O)COc1ccccc1 | i | i
CCC(=O)OC1(C)C(=O)C=C2C=C(c3ccc(C#N)cc3)OC=C2C1=O (stereo not given) | i | i
O=C(NCCCN1CCOCC1)C(=O)N/N=C/c1ccccc1Cl | i | i
CCn1c2ccc(C)cc2c2nnc(SCCN3CCOCC3)nc21 | i | i

The list continues.
SMILES | CHT allo act | CHT block
Cc1ccc(-c2noc(CCC(=O)N3CCN(c4cccc(C(F)(F)F)c4)CC3)n2)cc1 | i | i
C=CCn1cnc2scc(-c3ccc(C)cc3)c2c1=O | i | i
COc1ccc(C(c2nnnn2Cc2ccc(F)cc2)N2CCN(c3ccc(OC)cc3)CC2)cc1 (stereo not given) | i | i
Cc1sc(NC(=O)CCCCC(=O)Nc2sc(C)c(C)c2C(=O)O)c(C(=O)O)c1C | i | i
CC(=O)c1cc2c(cc1NC(=O)CSc1nnc(C)s1)OCO2 | i | i
CN(C)C(CNC(=O)c1cccc(C#N)c1)c1ccco1 (stereo not given) | i | i
Cc1nonc1C(=O)N1CCCC(N2CCN(c3ccc(F)cc3)CC2)C1 (stereo not given) | i | i
CC1C=CCC2C(=O)N(c3ccc(OC(=O)c4ccco4)cc3)C(=O)C12 (stereo not given) | i | i
CC(C)(C)c1ccc(/C=N/NC(=O)c2ccccn2)cc1 | i | i
O=C(NCCCn1ccnc1)c1ccncc1 | i | i
CCC(NC(=S)NCc1ccc(F)cc1)c1ccc(C)cc1 (stereo not given) | i | i
CN(CC(=O)Nc1ccc(F)cc1)C(=O)COC(=O)/C=C/c1cccs1 | i | i
Oc1ccc(/C=N/Nc2ccnc3cc(Cl)ccc23)cc1O | i | i
Cc1ccc(N2CCCCn3c2nc2c3c(=O)[nH]c(=O)n2C)cc1 | i | i
COc1cc(/C=C/C(=O)NNc2c(F)c(F)cc(F)c2F)ccc1OC(F)F | i | i
Cc1oc(-c2ccccc2F)nc1CSCC(=O)NC1CCCC1 | i | i
O=C(NC1CCCC1)c1ccc(CN2CCOCC2)cc1 | i | i
CC(C)(C)C(=O)C1=C(O)C(=O)N(c2ccccc2)C1c1ccccc1 (stereo not given) | i | i
O=C(NCC1CCCN(C2Cc3ccccc3C2)C1)c1cccs1 (stereo not given) | i | i
O=C(CCC1CCCN(Cc2ccc(O)c(Cl)c2)C1)NCc1ccccc1F (stereo not given) | i | i
CCc1ccc(N2C(=O)c3sc4nnc(-c5ccccc5)c(=O)n4c3C2=O)cc1 | i | i
CCCCCCCCCC(=O)N/N=C/c1ccc(C)s1 | i | i
COc1cccc(-c2nnc3sc(-c4ccc(C)cc4)nn23)c1 | i | i
O=C(Nc1ccc(Br)cc1)C1Cc2ccccc2O/C1=N\O (stereo not given) | i | i
O=C(NCc1ccccc1Cl)c1ccc(S(=O)(=O)Nc2cccc(C(F)(F)F)c2)cc1 | i | i
COc1cccc(NC(=O)CN2C(=O)NC(C)(CC(C)C)C2=O)c1 (stereo not given) | i | i
O=C1CCC(C(=O)N2CCCCO2)CN1Cc1cccc(F)c1 (stereo not given) | i | i
O=C(CN1C(=O)S/C(=C\c2cccc(Cl)c2)C1=O)NCCCn1ccnc1 | i | -5.85*
O=C(NCCCN1CCOCC1)c1ccc2nc(Cc3ccccc3F)oc2c1 | i | i
COc1cc(/C=N/NC(=O)c2cc(O)cc(O)c2)ccc1OC(=O)c1ccccc1 | i | i

Some of the entries so far, field by field:
COc1cccc(NC(=O)CN2C(=O)NC(C)(CC(C)C)C2=O)c1 (stereo not given)
  CHT allo act = i
  CHT block = i
O=C1CCC(C(=O)N2CCCCO2)CN1Cc1cccc(F)c1 (stereo not given)
  CHT allo act = i
  CHT block = i
O=C(CN1C(=O)S/C(=C\c2cccc(Cl)c2)C1=O)NCCCn1ccnc1
  CHT allo act = i
  CHT block = -5.85*
O=C(NCCCN1CCOCC1)c1ccc2nc(Cc3ccccc3F)oc2c1
  CHT allo act = i
  CHT block = i

Additional records follow:
SMILES | CHT allo act | CHT block
CCOC(=O)NC(NC(=O)OCC)C(=O)c1ccccc1 | i | i
COc1cccc(CN(C)C(=O)COc2ccc(C(=O)c3ccc(Cl)cc3)cc2)c1OC | i | i
Cc1nnc(SCC(=O)NC2CCS(=O)(=O)C2)n1Cc1ccccc1 (stereo not given) | i | i
CCCCn1c(SCC(=O)NC2CC2)nnc1-c1ccncc1 | i | i
Cc1ccc(NC(=S)NC(=O)c2ccc(-c3ccccc3)cc2)c(C)c1 | i | i
CCO[C@H]1OC(C(=O)N2CCN(Cc3ccccc3)CC2)=C[C@@H](c2coc3ccccc3c2=O)[C@@H]1CCCO | i | i
COc1cccc(CNC(=O)CN2C(=O)c3ccccc3S2(=O)=O)c1 | i | i
Cc1nn(Cc2ccccc2)c(Cl)c1C(=O)NCc1ccc(C)n1C | i | i
CN(C)/C=N/C(=S)Nc1ccc(F)cc1 | i | i
O=C1C2CCCCN2C(=O)N1CCCCN1CCN(c2ccccc2Oc2ccccc2)CC1 (stereo not given) | i | i
COc1cc(O)c(C(CCN2CCCC2)c2cc(OC)c(OC)c(OC)c2)c(OC)c1 (stereo not given) | i | i
COc1ccc(NC(=O)c2ccc(CN3CCc4ccccc4C3)cc2)cc1OC | i | i
COc1ccc(-c2noc(CCCC(=O)NC3CCCCC3)n2)cc1 | i | i
Fc1cc(F)c(C2SCCN2C(=S)Nc2cccc(C(F)(F)F)c2)c(F)c1 (stereo not given) | i | i
Cc1cc2[nH]c(=O)c(=O)[nH]c2cc1S(=O)(=O)Nc1cccc(Cl)c1 | i | i
CCOc1ccccc1N1CCN(C(=O)CNC(=O)c2sc3ccccc3c2Cl)CC1 | i | i
Cc1ccc2[nH]c(C(=O)NCCN3CCCC3)cc2c1 | i | i
CSCCNC(=O)c1ccc2nc(Cc3ccccc3F)oc2c1 | i | i
Cc1cc(Cl)c2cc3ccccc3cc2n1 | i | i
CN(C)c1ccc(C(=O)OCC(=O)c2cccs2)cc1 | i | i
CC(C)(Oc1ccc(Cl)cc1)C(=O)N/N=C/c1cn[nH]c1-c1ccccc1 | i | i
O=C(OCc1c(Cl)cccc1Cl)c1cnccn1 | i | i
Cc1ccc(S(=O)(=O)NCCC(=O)NNC(=O)C2COc3ccccc3O2)cc1 (stereo not given) | i | i
CCn1cc([N+](=O)[O-])c(C(=O)NCc2ccc(Cl)cc2)n1 | i | i
CCCn1nnnc1NCc1cccn1C | i | i
COc1ccc(OCC(=O)Nc2ccc(S(=O)(=O)Nc3nc(C)cc(C)n3)cc2)cc1 | i | i
Cc1ccc(C)c(S(=O)(=O)N2CCCC2CNC(=O)C(=O)NCc2ccccc2)c1 (stereo not given) | i | i
CCOc1ccc2oc(=O)cc(CN3CCN(C(=O)c4ccco4)CC3)c2c1 | i | i
CCCCc1cc(=O)oc2cc(OCC(=O)NCCN3CCOCC3)ccc12 | i | i
Cc1c(-n2c(SCC(=O)N(C)C3CCS(=O)(=O)C3)nc3ccccc3c2=O)c(=O)n(-c2ccccc2)n1C (stereo not given) | i | i
Cc1cc(C)n2nc(C(=O)N3CCCC(CNS(=O)(=O)c4cccs4)C3)cc2n1 (stereo not given) | i | i
CC(C)NC(=O)c1sc2nc3c(c(-c4cccs4)c2c1N)CN(C)CC3 | i | i
Cc1ccnc(Sc2nc3c(c(=O)[nH]c(=O)n3C)n2CCCc2ccccc2)n1 | i | i
COc1ccc2nc(N3CCN(C(=O)c4ccc5ncsc5c4)CC3)sc2c1 | i | i
Cc1ccccc1Cn1c(=N)n(CC(O)c2ccco2)c2ccccc21 (stereo not given) | i | i
O=C1C2CC=C(Cl)CC2C(=O)N1CC1OCCc2ccccc21 (stereo not given) | i | i
Cc1cc2n(n1)C(c1ccco1)Nc1ccccc1-2 (stereo not given) | i | i
CC(C)Nc1cc(C(C)(C)C)nc2c(-c3ccccc3)cnn12 | i | i
Cn1c(CC(=O)Nc2ccccc2F)nnc1SCC(=O)Nc1nccs1 | i | i
CCn1ccnc1C(O)(c1ccccc1)c1ccccc1 | i | i
Cc1cc(C(=O)Nn2cnnc2)ccc1[N+](=O)[O-] | i | i
CC(c1ccc(Cl)cc1)n1c(-c2ccc3ccccc3n2)n[nH]c1=S (stereo not given) | i | i
COc1ccc2cc(CN(CCCN3CCOCC3)Cc3nnnn3C3CCCCC3)c(=O)[nH]c2c1 | i | i
